SKN-1 block: suppressors of acrylamide-induced Pgst-4::GFP reporter in worms, primary screen, SKN-1 inhibitor project, whole organism, uHTS, GFP/RFP fluorescence ratio, strain VP596; C. elegans VP596 Pgst-4::GFP/RFP ratio, 24 h; inhibition, % at 21.8 µM; 360,000 tested, 0.49% active;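 active = interference check ratio from 0.5 to 1.5 plus GFP to RFP signal ratio inhibition reaching or exceeding a fixed threshold, cut at about 30% in these data, passing the limit was not always enough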; note: some compounds called inactive have numbers as strong as hits
Neddyl block: inhibitors of cullin neddylation, primary screen, biochemical, TR-FRET, uHTS, NAE and Ubc12. NEDD8-conjugating enzyme Ubc12 (Homo sapiens) + NEDD8-activating enzyme E1 regulatory …. calls only at 25 µM. 360,000 tested, 0.58% active; in the data active = inhibition above about 36%
Target sequence (P61081 whole entry, looked up): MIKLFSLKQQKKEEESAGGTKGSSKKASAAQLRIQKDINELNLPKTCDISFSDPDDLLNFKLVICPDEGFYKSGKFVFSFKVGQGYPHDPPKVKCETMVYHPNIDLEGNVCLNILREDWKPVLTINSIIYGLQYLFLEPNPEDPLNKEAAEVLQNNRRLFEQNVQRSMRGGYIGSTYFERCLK
Target sequence (Q13564 whole entry, looked up): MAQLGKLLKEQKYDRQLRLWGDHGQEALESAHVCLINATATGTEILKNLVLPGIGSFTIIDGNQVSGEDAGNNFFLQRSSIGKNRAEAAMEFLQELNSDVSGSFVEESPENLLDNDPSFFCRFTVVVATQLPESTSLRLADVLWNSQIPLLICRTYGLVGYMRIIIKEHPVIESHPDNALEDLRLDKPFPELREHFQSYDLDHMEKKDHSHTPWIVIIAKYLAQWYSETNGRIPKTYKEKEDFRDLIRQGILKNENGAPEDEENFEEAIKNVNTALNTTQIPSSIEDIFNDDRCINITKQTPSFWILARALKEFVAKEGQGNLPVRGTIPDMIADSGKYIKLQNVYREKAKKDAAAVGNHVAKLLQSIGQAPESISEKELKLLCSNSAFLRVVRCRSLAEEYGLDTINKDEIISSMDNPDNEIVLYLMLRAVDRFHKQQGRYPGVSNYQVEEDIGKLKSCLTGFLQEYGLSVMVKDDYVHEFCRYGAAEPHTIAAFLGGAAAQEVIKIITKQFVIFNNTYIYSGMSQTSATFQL
MsrA inh: bovine MsrA enzyme inhibitors, primary screen, biochemical, absorbance, HTS; purified bovine MsrA, absorbance read-out; inhibition, % at 15.5 µM; 360,000 tested, 0.75% active; AID 651718, 2012; in the data active = inhibition above about 4.5%;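 note: 0% = vehicle wells with enzyme and 100% = reference inhibitor wells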
eLon inh: inhibitors of E. coli Lon protease, primary screen, biochemical, fluorescence polarization; P0A9M0; purified E. coli Lon protease; inhibition, % at 7.94 µM; 360,000 tested, 0.42% active; in the data active = inhibition above about 13%, passing the limit was not always enough;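 note: 0% = enzyme with probe and DMSO and 100% = no enzyme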
Rin1-Abl PPI inh: inhibitors of Rin1-Abl protein binding, primary screen, biochemical, TR-FRET; 360,000 tested, 0.4% active; AID 588664, 2011; inhibition, % at 7.35 µM; in the data active = inhibition above about 5%, passing the limit was not always enough
NRP1-CendR mod: modulators of CendR peptide binding to NRP-1, primary screen, biochemical, fluorescence polarization, uHTS; Neuropilin-1 (Homo sapiens), O14786; FAM-RPARPAR peptide binding to NRP-1; inhibition, % at 25 µM; 360,000 tested, 0.85% active; AID 602438, 2012;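 active = inhibition or corrected inhibition above about 18%, plus a signal ratio from 0.5 to 1.5, limit read from the data, passing the limit was not always enough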; note: strong numbers were not always called active
MT1-MMP act inh: blockers of MT1-MMP proenzyme processing, primary screen, HT1080 RFP-PRO-GFP cells, GFP/RFP fluorescence; Matrix metalloproteinase-14 (Homo sapiens), P50281; GFP/RFP ratio fluorescence, overnight; percent of plate control window, DMSO zero; GFP/RFP ratio change, % at 20 µM; 360,000 tested, 0.061% active;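 active = GFP/RFP ratio change of at least 30% with cell ATP level not reduced by more than half and red fluorescence within 50% of control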; note: strong numbers were not always called active
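Material: RFP-PRO-GFP reporter HT1080 cells. Dosing: single-point 20 µM compound, 1% DMSO. Controls: DMSO and RFP-L50D-GFP cell wells. Timing: cells overnight before dosing, compound overnight, 37 °C, 5% CO2. Measure: GFP/RFP fluorescence ratio.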
bovine MsrA act: bovine MsrA enzyme activators, primary screen, biochemical, absorbance, HTS. Methionine sulfoxide reductase A (Bos taurus). 360,000 tested, 0.3% active. activation, % at 10.6 µM. AID 602163, 2012. purified bovine MsrA, absorbance read-out; in the data active = activation above about 7.5%;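 note: 0% = vehicle and 100% = reference activator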
FAS TE block: FAS thioesterase domain inhibitors, primary screen, biochemical, fluorescence intensity, uHTS; Fatty acid synthase (Homo sapiens), P49327; recombinant FAS-TE, OMFH fluorogenic substrate, fluorescence endpoint; inhibition, % at 15 µM; 360,000 tested, 0.67% active; AID 602261, 2012;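 active = compounds whose normalised, plate-corrected inhibition of enzyme fluorescence in the single-dose primary screen is 50% or more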;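 note: 0% = DMSO with enzyme and 100% = substrate without enzyme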
An asterisk follows results filed as active; i = inactive; . = no result given; & = joins results of further samples. Compounds as they come, and some 4.2% of all compounds hit somewhere here.

SMILES	SKN-1 block	Neddyl block	MsrA inh	eLon inh	Rin1-Abl PPI inh	NRP1-CendR mod	MT1-MMP act inh	bovine MsrA act	FAS TE block
O=C(Cc1ccc(S(=O)(=O)N2CCCC2)s1)N1CCN(c2ccc(F)cc2)CC1	4	i	-0.3	-2	0	-14	-3	0	7
COc1ccc(/C=N/NC(=O)c2ccc(Cn3cc([N+](=O)[O-])cn3)o2)cc1O	17	i	3.7	-5	-1	4	1	-6	1
CCCC(C)NC(=O)CSc1nc2ccc(C)cc2[nH]1 (stereo not drawn)	9	i	2.7	-7	-2	5	3	1	-3
CC1CCCN(C(=O)COC(=O)c2cc([N+](=O)[O-])ccc2N2CCOCC2)C1 (stereo not drawn)	5	i	2.8	-1	0	6	5	-3	81*
CCCCCCSc1cc(-c2nc3ccc(Cl)cn3c2NCCCC)ccc1OC	-3&-7	.	0.5&-0.5	-9&-12	3	-1&-2	-2&9	-3&-3	31&25
Cc1nc(NC(=O)Nc2ccc(Cl)cc2)sc1C	-5	i	-0.5	-1	6	-10	5	-11	-4
O=c1c2[nH]c3ccccc3c2nc2n1CCCS2	4	i	1.7	0	0	9	4	-3	-5
COc1ccc(C)cc1NC(=O)C1CC(=O)N(CCc2ccc(F)cc2)C1 (stereo not drawn)	4	i	1.2	21	1	8	-1	-8	-3
COc1cc2c(cc1OC)CN(C(=O)CN1CCN(S(=O)(=O)c3ccccc3Br)CC1)CC2	-8	i	-0.1	-5	3	1	5	-2	-1
Cc1ccc2[nH]c3c(=O)n(N)c(=O)[nH]c3c2c1	8	.	1.7	-9	-7	-2	6	5	-6
Cc1cc(C)cc(NC(=S)N2C3CCCC2CC(NC(=O)C2CC2)C3)c1 (stereo not drawn)	-10	i	1.5	3	0	-12	3	-4	-2
CC(/C=N/NC(=O)CSc1nc(C)cc(C)n1)=C\c1ccccc1	12	i	0.6	-21	-6	-55	-9	-4	6
Cc1ccc(C)c(NC(NC(=O)c2ccccn2)C(Cl)(Cl)Cl)c1 (stereo not drawn)	-5	i	-1.5	7	-2	16	-3	-15	9
COc1ccc(N(CC(=O)NCc2cccnc2)S(=O)(=O)c2ccc(C)c([N+](=O)[O-])c2)cc1	-1	i	-1.2	-6	0	19	-2	-5	-2
O=C(CCc1ccccc1Cl)Nc1cc2c(cc1C(=O)O)OCCCO2	0	i	0.5	-2	0	-12	2	-2	-6
COc1cc(OC)c(OC)cc1CN1CCN(C(=O)CC(C)C)CC1	-2	i	0.1	-7	-2	16	4	-1	-5
CC1=NN(c2ccccc2)C(=O)C1(C)[N+](=O)[O-] (stereo not drawn)	11	i	0.9	2	0	-5	-5	-2	-8
O=C1C=C(NCc2ccccc2)C2(CCCCC2)O1	0	i	0.3	-13	0	-9	1	0	-7
COc1ccccc1NC(=O)COC(=O)c1cc2ccccc2cc1O	6	i	-0.7	-9	0	0	3	-3	-5
CCCc1c(C)nn(C(=O)/C(C#N)=N/Nc2ccccc2[N+](=O)[O-])c1C	-14	i	10*	2	-4	6	0	-10	0

MsrA inh: hit marks shown above
compound | SKN-1 block | Neddyl block | MsrA inh | eLon inh | Rin1-Abl PPI inh | NRP1-CendR mod | MT1-MMP act inh | bovine MsrA act
CCCc1c(C)nn(C(=O)/C(C#N)=N/Nc2ccccc2[N+](=O)[O-])c1C | -14 | i | 10* | 2 | -4 | 6 | 0 | -10

14 successive entries already listed, for reference:
SMILES	SKN-1 block	Neddyl block	MsrA inh	eLon inh	Rin1-Abl PPI inh	NRP1-CendR mod	MT1-MMP act inh	bovine MsrA act	FAS TE block
CCCC(C)NC(=O)CSc1nc2ccc(C)cc2[nH]1 (stereo not drawn)	9	i	2.7	-7	-2	5	3	1	-3
CC1CCCN(C(=O)COC(=O)c2cc([N+](=O)[O-])ccc2N2CCOCC2)C1 (stereo not drawn)	5	i	2.8	-1	0	6	5	-3	81*
CCCCCCSc1cc(-c2nc3ccc(Cl)cn3c2NCCCC)ccc1OC	-3&-7	.	0.5&-0.5	-9&-12	3	-1&-2	-2&9	-3&-3	31&25
Cc1nc(NC(=O)Nc2ccc(Cl)cc2)sc1C	-5	i	-0.5	-1	6	-10	5	-11	-4
O=c1c2[nH]c3ccccc3c2nc2n1CCCS2	4	i	1.7	0	0	9	4	-3	-5
COc1ccc(C)cc1NC(=O)C1CC(=O)N(CCc2ccc(F)cc2)C1 (stereo not drawn)	4	i	1.2	21	1	8	-1	-8	-3
COc1cc2c(cc1OC)CN(C(=O)CN1CCN(S(=O)(=O)c3ccccc3Br)CC1)CC2	-8	i	-0.1	-5	3	1	5	-2	-1
Cc1ccc2[nH]c3c(=O)n(N)c(=O)[nH]c3c2c1	8	.	1.7	-9	-7	-2	6	5	-6
Cc1cc(C)cc(NC(=S)N2C3CCCC2CC(NC(=O)C2CC2)C3)c1 (stereo not drawn)	-10	i	1.5	3	0	-12	3	-4	-2
CC(/C=N/NC(=O)CSc1nc(C)cc(C)n1)=C\c1ccccc1	12	i	0.6	-21	-6	-55	-9	-4	6
Cc1ccc(C)c(NC(NC(=O)c2ccccn2)C(Cl)(Cl)Cl)c1 (stereo not drawn)	-5	i	-1.5	7	-2	16	-3	-15	9
COc1ccc(N(CC(=O)NCc2cccnc2)S(=O)(=O)c2ccc(C)c([N+](=O)[O-])c2)cc1	-1	i	-1.2	-6	0	19	-2	-5	-2
O=C(CCc1ccccc1Cl)Nc1cc2c(cc1C(=O)O)OCCCO2	0	i	0.5	-2	0	-12	2	-2	-6
COc1cc(OC)c(OC)cc1CN1CCN(C(=O)CC(C)C)CC1	-2	i	0.1	-7	-2	16	4	-1	-5

Additional compounds
SMILES	SKN-1 block	Neddyl block	MsrA inh	eLon inh	Rin1-Abl PPI inh	NRP1-CendR mod	MT1-MMP act inh	bovine MsrA act	FAS TE block
COc1ccc(-c2oc(=O)c3cc(OC)c(OC)cc3c2/C=C/c2ccc(OC(C)=O)cc2)cc1	4	.	1.2	-4	1	1	1	-1	31
COc1cc(CCC(O)CC(=O)CCc2ccccc2)ccc1O (stereo not drawn)	2	i	0.4	-10	3	5	3	-4	-4
CC1(C)C=C(c2ccc(C(=O)O)s2)CC(C)(C)N1	-2	i	-0.6	-2	3	16	1	-4	-8
C[C@@H](CN=[N+]=[N-])CN1CC[C@H](C(C)(C)C)CCC1=O	9	i	0.2	0	-1	14	1	-4	-6
Cc1ccc(O)c(C(=O)c2cnc3onc(-c4ccc(F)cc4)c3c2)c1	6	i	3.8	0	0	-10	0	-6	33
CC(O)(c1ccc(F)c(F)c1)c1nc(-c2ccc(F)c(Cl)c2)cs1 (stereo not drawn)	29	i	-0.3	-12	-2	10	2	2	39
CC(C)Cc1ccc(CN2C(C)C(=O)N(Cc3cn(Cc4ccco4)nn3)CCS2(=O)=O)cc1 (stereo not drawn)	6	i	-0.5	-58	3	-52	-9	-3	-6
COc1ccc(NS(=O)(=O)c2cc(NC(=O)c3ccc(=O)[nH]c3)ccc2C)cc1	22	i	-0.5	-6	2	5	4	2	-1
O=c1c2ccccc2ncn1Cc1ccc(Cl)cc1	13	i	.	-3	-3	0	0	-4	2
CCc1ccc(C(=O)NCc2cnn(C)c2)s1	6	i	-0.7	3	1	2	4	-3	-4
CN(N=Cc1ccccc1)C(=S)Nc1ccccc1	11	i	-1.0	-5	3	-1	0	-3	6
O=C(c1ccc(S(=O)(=O)NCc2ccco2)cc1)N1CCN(Cc2ccccc2)CC1	3	i	-0.3	-4	3	-8	9	-5	-1
O=C(C1CCCO1)N1CCN(C(=S)Nc2ccc(Br)cc2)CC1 (stereo not drawn)	-6	i	1.7	-8	-1	8	-1	-4	0
O=C(Nc1cc(S(=O)(=O)N2CCCCCC2)ccc1OCC(F)(F)F)c1ccc(=O)[nH]c1	-6	i	-0.3	5	0	-15	1	-2	-2
CC1=NN(C(=O)c2csc(C)c2)C(O)(C(F)(F)F)C1 (stereo not drawn)	-2	i	1.3	-8	0	-6	7	-8	-10
Cc1nn(-c2ccccc2)c(Cl)c1C1C(C#N)=C(N)OC2=C1C(=O)CC(C)(C)C2 (stereo not drawn)	-5	i	0.9	-4	2	-5	1	-5	4
Cc1cccc(NS(=O)(=O)c2nnc(NC(=O)CC(C)C)s2)c1	3	i	0.1	-1	1	1	4	-3	-3
Cc1cccc(NC(=O)CSc2nnc(-c3cnccn3)n2Cc2ccco2)c1	9	i	1.4	3	-4	-11	3	-4	1
Nc1nc(Nc2ccccc2F)nc(NCCO)c1[N+](=O)[O-]	15	i	1.7	0	0	-11	-1	2	-5
COc1ccc(-c2nc(CS(=O)CC(=O)NCc3cccnc3)c(C)o2)cc1OC (stereo not drawn)	0	i	0.1	-15	-2	-24	-8	-1	-6
COc1cc(Cl)cc(/C=C/c2ccc3ccccc3n2)c1OC(C)=O	9	i	1.8	-3	-2	-7	-24	-3	21
COC(=O)C1CN(C(=O)COc2cccc(C)c2C)c2ccccc2O1 (stereo not drawn)	3	i	0.2	5	4	9	-2	-2	-1
Cc1ccc(-c2nnn(CC(=O)NCCc3ccc4c(c3)OCO4)n2)o1	-1	i	0.2	-10	2	5	5	-2	0
Cn1c(=O)c2c(-c3ccccc3)n(Cc3ccccn3)cc2n(C)c1=O	-7	i	-0.9	-4	-1	10	2	4	-10
O=C(COC(=O)Cn1[nH]c(=O)c2ccccc2c1=O)Nc1ccc2c(c1)OCO2	-7	i	0.9	-3	0	-7	-1	1	-7
CC(=O)NCCNc1nc(NCc2cccs2)nc2ccsc12	-15	i	1.2	2	4	-2	7	-2	-9
CC1=Nc2cc(C(=O)NCC3CCCO3)ccc2Sc2ccc(C)cc21 (stereo not drawn)	-1	i	2.5	2	0	8	-16	-1	-6
O=c1cc(O)n(Cc2ccc(F)cc2)c(=O)[nH]1	5	i	0.5	-52	-1	-37	-8	-3	-3
Cc1ccc(Cl)cc1NC(=O)c1ccc(CSc2nnnn2C)cc1	-29	i	0.3	-5	2	-29	-1	-1	5
Cn1c(CN2CCOCC2)nnc1SCC(=O)Nc1nccs1	-1	i	0.0	-2	5	5	4	2	-6
O=C(N/N=C/c1ccc(OC(=O)c2ccccc2Br)cc1)c1ccccn1	11	i	0.1	-2	0	2	4	-7	1
Cc1ccccc1N1CCN(C2CCCN(C(=O)CCn3cnnn3)C2)CC1 (stereo not drawn)	6	i	-0.5	-23	1	0	-3	0	-3
Cc1ccc(S(=O)(=O)N(CC(=O)O)Cc2ccco2)cc1	-4	i	-0.6	4	2	-7	-3	-4	-3
CC(=O)Nc1ccc(S(=O)(=O)NCCS(=O)(=O)N2CCN(c3ccccc3)CC2)cc1	-3	i	1.3	-5	0	0	1	-3	-4
COc1ccc(C(CNC(=O)CN2C(=O)NC(C)(c3ccc4ccccc4c3)C2=O)N2CCCC2)cc1 (stereo not drawn)	-15	i	0.4	1	0	2	1	0	-6
C/C(=N\O)c1ccco1	13	i	0.2	-12	0	4	-2	-2	-7
COc1ccc(OC(C)C(=O)N(C)Cc2nc(-c3ccc(OC)cc3)no2)cc1 (stereo not drawn)	10	i	-0.9	-4	1	10	3	-3	2
CCN(CC(=O)NCc1ccc(Cl)cc1)C(=O)c1sccc1C	13	i	1.8	-2	0	4	-1	-4	1
CCN(Cc1nc(-c2ccc(OC)cc2)no1)C(=O)c1ccc2c(c1)OCO2	5	i	-0.4	0	5	-6	0	-3	6

Screening data (PubChem BioAssay)
